Gli-Sufu antag: Gli-Sufu pathway antagonists, primary screen, luciferase luminescence, Sufu-KO-LIGHT cells, uHTS | inhibition, % at 5 µM | Sufu-KO-LIGHT fibroblasts, Gli luciferase reporter luminescence | AID 588413, 2011 | hit rate 0.74% among 340,000;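 active = inhibition above about 55%, limit read from the data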;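 note: 0% = DMSO-treated cells and 100% = wells with medium but no cells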
EBI2 block: EBI2 receptor antagonists, beta-arrestin recruitment, primary screen, cell-based, luminescence, 7a,25-OHC stimulation, uHTS; G-protein coupled receptor 183 (Homo sapiens), P32249; inhibition, % at 5 µM; hit rate 0.81% among 360,000; 7a,25-OHC stimulated; in the data active = inhibition above about 38%;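 note: enzyme fragment complementation signal reports receptor beta-arrestin coupling in cells; 0% = agonist plus DMSO wells and 100% = wells without agonist; some results beyond the cut were filed as inactive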
Target sequence (P32249 whole entry, looked up, the tested form may be a part): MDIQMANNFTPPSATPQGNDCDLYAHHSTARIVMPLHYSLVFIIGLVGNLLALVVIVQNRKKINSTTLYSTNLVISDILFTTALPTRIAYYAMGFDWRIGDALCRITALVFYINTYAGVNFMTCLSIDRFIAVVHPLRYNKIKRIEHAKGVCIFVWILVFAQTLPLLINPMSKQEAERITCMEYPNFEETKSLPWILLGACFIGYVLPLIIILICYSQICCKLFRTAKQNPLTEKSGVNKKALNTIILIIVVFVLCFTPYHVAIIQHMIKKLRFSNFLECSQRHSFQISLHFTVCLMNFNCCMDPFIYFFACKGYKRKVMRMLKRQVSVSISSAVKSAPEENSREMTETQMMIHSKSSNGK
697 NFkB inh: inhibitors of PMA/ionomycin-induced NF-kB reporter, 697 cells, primary screen, B-cell NF-kB inhibitor project, cell-based, luminescence, uHTS; hit rate 0.33% among 330,000; inhibition, % at 4 µM; 697 B-cell NF-kB luciferase reporter, 16 h; AID 435022, 2010; in the data active = inhibition above about 35%
UBC13 polyUb: UBC13 polyubiquitin chain formation inhibitors, primary screen, biochemical, TR-FRET, uHTS; Ubiquitin-conjugating enzyme E2 N (Homo sapiens), P61088; inhibition, % at 20 µM; hit rate 0.47% among 330,000; in the data active = inhibition above about 45%, passing the limit was not always enough
CCR6 antag: CCR6 receptor antagonists, primary screen, cell-based, CHO-K1, luminescence, beta-arrestin, uHTS; C-C chemokine receptor type 6 (Homo sapiens), P51684; CHO-K1 CCR6 PathHunter beta-arrestin, CCL20-stimulated; inhibition, % at 20 µM; hit rate 0.49% among 340,000; AID 493098, 2011;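 active = compounds whose inhibition of the agonist-driven luminescence signal at 20 µM reaches about 50%, limit read from the data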;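 note: cells stimulated with CCL20 at 14 nM final; plate controls were DMSO with CCL20 for no effect and DMSO without agonist for full effect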
Target sequence (P51684 whole entry, looked up): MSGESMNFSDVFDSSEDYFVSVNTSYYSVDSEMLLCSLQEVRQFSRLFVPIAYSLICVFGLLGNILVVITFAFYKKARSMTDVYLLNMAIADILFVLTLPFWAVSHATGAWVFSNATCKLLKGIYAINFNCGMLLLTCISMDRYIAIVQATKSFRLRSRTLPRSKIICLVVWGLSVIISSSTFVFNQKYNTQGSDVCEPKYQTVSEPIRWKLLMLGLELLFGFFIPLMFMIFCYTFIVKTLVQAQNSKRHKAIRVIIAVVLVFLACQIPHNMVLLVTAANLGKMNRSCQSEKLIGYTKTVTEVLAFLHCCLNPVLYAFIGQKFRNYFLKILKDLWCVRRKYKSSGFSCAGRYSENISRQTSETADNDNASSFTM
Jurkat NFkB inh: inhibitors of induced NF-kB luciferase reporter, primary screen, TCR NF-kB activation inhibitor project, cell-based, luminescence, uHTS | Jurkat, PMA/ionomycin-induced NF-kB luciferase reporter | inhibition, % at 4 µM | hit rate 0.53% among 330,000
SENP8 block: SENP8 protease inhibitors, primary screen, biochemical, luminescence; Sentrin-specific protease 8 (Homo sapiens), Q96LD8; purified SENP8, Z-RLRGG-aminoluciferin cleavage; inhibition, % at 10 µM; hit rate 1.2% among 330,000; AID 2540, 2010
Target sequence (Q96LD8 whole entry, looked up): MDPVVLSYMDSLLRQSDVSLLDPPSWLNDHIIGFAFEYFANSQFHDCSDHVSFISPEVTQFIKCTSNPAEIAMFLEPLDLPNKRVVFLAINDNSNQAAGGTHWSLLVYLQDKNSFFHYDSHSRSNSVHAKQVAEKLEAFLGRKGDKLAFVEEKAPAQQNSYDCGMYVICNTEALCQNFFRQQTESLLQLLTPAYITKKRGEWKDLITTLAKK
Apaf1 inhib: inhibitors of human Apaf-1 apoptosome, primary screen, biochemical, DEVD-Rh110 fluorescence, uHTS; Apoptotic protease-activating factor 1 (Homo sapiens), O14727; reconstituted apoptosome caspase-3 activity; inhibition, % at 20 µM; hit rate 0.71% among 330,000; active = inhibition of at least 40% at 20 µM;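 note: plate controls were DMSO wells for no effect and DEVD-CHO caspase inhibitor wells for full effect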
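System – cell-free apoptosome with Apaf-1, procaspase-3 and caspase-9 · Buffer or medium – pH 7.5 Hepes buffer with CHAPS, BSA, DTT · Also added – cytochrome c with DEVD-Rh110 · Times – 30 min compound preincubation, 50 min activation, room temperature · Technique – Rh110 fluorescence intensity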
The depositor's hits bear a star. Cut-off read from the data, not from the text of the source, unless noted: active = inhibition above about 50%; inactive = the rest. Some of the compounds tested, so the mix of outcomes need not match the whole.

SMILES	Gli-Sufu antag	EBI2 block	697 NFkB inh	UBC13 polyUb	CCR6 antag	Jurkat NFkB inh	SENP8 block	Apaf1 inhib
COCCCn1c(=O)c2ccccc2c2ccccc2c1=O	8	10	3	0	-5	-11	4	-4
COCCOC(=O)c1[nH]c2c(c1C)C(=O)CC(c1cc(OC)c(OC)c(OC)c1)C2 (centres undefined)	34	-4	-17	2	13	7	-6	0
O=C(Nc1cc(C(F)(F)F)ccc1N1CCCC1)c1ccc2c(c1)OCO2	3	7	4	8	21	0	5	13
O=S(=O)(Nc1ccccc1N1CCOCC1)c1cccs1	-23	15	9	6	15	4	-3	-4
CCC(C)c1ccc(S(=O)(=O)N2CCN(C(C)C(=O)NC3CCCC3)CC2)cc1 (centres undefined)	13	1	-1	-5	8	14	8	10
Cc1ccc2nc(NC(=O)CCCC(=O)O)sc2c1	33	-8	71*	2	2	55*	54*	-3
O=C(c1ccco1)c1cn(CC(=O)N2CCCCC2)c2ccccc12	10	-1	-97	3	2	-72	-2	-38
CCc1c(C)c(C#N)c2nc3ccccc3n2c1NCCN(C)C	9	-6	14	1	-6	-10	0	-18
CC1CC(C)CN(C(=O)c2cccc(S(=O)(=O)N3c4ccccc4CC3C)c2)C1 (centres undefined)	9	6	-24	7	27	15	-11	25
COc1cc(OC)cc(C(=O)OCC(=O)NCc2ccco2)c1	2	-14	-9	-4	3	-2	-9	-4
O=C1CNC(=S)N1Cc1ccccc1	-6	0	3	0	-5	0	-12	3
CCn1c(=N)n(CC(=O)c2cccc(OC)c2)c2ccccc21	-25	10	-41	7	16	-52	6	2
CC[C@]12c3[nH]c4ccccc4c3CCN1C(=O)C(CC(=O)NCc1ccco1)C[C@@H]2C(=O)N1CCN(C(=O)C2CC2)CC1 (some centres undefined)	1	0	-28	-10	-3	2	-9	-8
CC(C(=O)Nc1ccc(C(F)(F)F)cc1)N(C)CC(=O)N1CCN(Cc2ccccc2)CC1 (centres undefined)	0	-4	18	6	8	-5	4	3
O=C(CC1(CC2=NS(=O)(=O)c3ccccc3N2)CCCC1)NCCc1ccccc1	5	6	5	1	11	-5	-5	14
CC(Sc1nnc(-c2cccs2)n1Cc1ccccc1)C(=O)NCc1ccc2c(c1)OCO2 (centres undefined)	-3	8	10	3	17	3	0	7
O=C(CNC(=O)c1ccc(Cl)cc1)Nc1ccccc1C(F)(F)F	3	0	14	8	-6	4	0	-20
COc1cc(C(=O)NCCOc2cc(C)cc(C)c2)c(Br)c(OC)c1OC	7	8	2	-6	6	27	1	-12
COc1cc(OC)cc(C(=O)NCC(=O)OCC(=O)/C=C2/N(C)c3ccccc3C2(C)C)c1	-18	19	-8	2	-1	9	-1	-8
CCS(=O)(=O)c1nc(S(=O)(=O)c2ccc(C)cc2)c(N2CCN(CCO)CC2)s1	5	14	-14	-4	9	5	-5	-5

5 entries from above, bar-delimited.
mol | Gli-Sufu antag | EBI2 block | 697 NFkB inh | UBC13 polyUb | CCR6 antag | Jurkat NFkB inh | SENP8 block | Apaf1 inhib
CC(C(=O)Nc1ccc(C(F)(F)F)cc1)N(C)CC(=O)N1CCN(Cc2ccccc2)CC1 (centres undefined) | 0 | -4 | 18 | 6 | 8 | -5 | 4 | 3
O=C(CC1(CC2=NS(=O)(=O)c3ccccc3N2)CCCC1)NCCc1ccccc1 | 5 | 6 | 5 | 1 | 11 | -5 | -5 | 14
CC(Sc1nnc(-c2cccs2)n1Cc1ccccc1)C(=O)NCc1ccc2c(c1)OCO2 (centres undefined) | -3 | 8 | 10 | 3 | 17 | 3 | 0 | 7
O=C(CNC(=O)c1ccc(Cl)cc1)Nc1ccccc1C(F)(F)F | 3 | 0 | 14 | 8 | -6 | 4 | 0 | -20
COc1cc(C(=O)NCCOc2cc(C)cc(C)c2)c(Br)c(OC)c1OC | 7 | 8 | 2 | -6 | 6 | 27 | 1 | -12

Later entries:
SMILES	Gli-Sufu antag	EBI2 block	697 NFkB inh	UBC13 polyUb	CCR6 antag	Jurkat NFkB inh	SENP8 block	Apaf1 inhib
CC12CCC(=O)N1C(C(=O)OCc1c(Cl)cccc1Cl)CS2 (centres undefined)	-14	-1	1	2	6	-2	0	14
NC(=O)CCN1CCN(S(=O)(=O)/C=C/c2ccccc2)CC1	-7	-5	14	-3	4	13	2	6
Cc1cc(Oc2ccccc2)nc(OCC#N)n1	14	-8	0	8	-4	4	2	1
NC(=O)c1ccc(NC(=O)CS(=O)(=O)c2cn(CC(=O)N3CCCC3)c3ccccc23)cc1	-5	0	14	0	6	12	-2	-3
C=CCn1c(SCC(=O)c2ccc(Br)cc2)nnc1C(C)NC(=O)Cc1ccc(OC)cc1 (centres undefined)	3	10	1	-6	-4	4	-2	5
CN1CCN(c2ccc([N+](=O)[O-])cc2C(=O)N2CCOCC2)CC1	3	5	-4	3	14	-9	3	-9
O=C(CCNC(=O)C1CCN(S(=O)(=O)c2ccccc2)CC1)Nc1cccc(C(F)(F)F)c1	25	12	11	12	16	11	-2	10
COC(=O)C1=C(C)N(CC(C)C)C(=O)C1	2	-10	19	4	-2	-6	-16	0
Cc1cccc(/C=C2\CCC(=C3SCCCS3)C2=O)c1	-60	19	-319	-13	2	-119	93*	23
CCc1nnc(NC(=O)c2ccc(S(=O)(=O)N3CCCC3)cc2)s1	-28	1	15	1	2	5	2	-1
CCC(=O)NC(=S)Nc1cccc(NC(=O)c2ccco2)c1	-1	-3	8	19	-7	0	-7	-3
CCSc1nc2ccccc2n1CC(N)=O	-1	-2	11	-8	-4	-6	-9	-6
C=C[C@H](CC(C)C)N(Cc1ccccc1)S(=O)(=O)N(Cc1ccc(OC)cc1)[C@H](C=C)CC(C)C	9	-3	-5	-26	19	-6	-1	1
Cc1cc(C)c(CN2CCC(CO)(CCOc3ccccc3)CC2)cc1C	-5	33	7	14	18	0	-5	-2
COc1c(C)cc(C(=O)C2CCCN(Cc3cnc(N4CCOCC4)s3)C2)cc1C (centres undefined)	0	-2	11	-10	3	12	-9	-1
O=C(Oc1ccc(-c2nnco2)cc1)N1CCCCC1	-22	2	-26	-5	11	-10	1	-4
CCCOc1ccc(Cc2c(Cl)nc(SC)nc2OC)cc1	2	6	8	4	20	5	-1	3
CC(=O)NNC(=O)c1nc(-c2ccccc2)c(C)o1	2	-5	6	1	1	5	1	-3
CCOc1ccc2nc(N3C(=O)/C(=C/c4ccccc4)NC3=S)sc2c1	-48	-12	-121	-45	16	-45	-6	10
CN(C(=O)COC(=O)c1n[nH]c2ccccc12)c1ccccc1	-3	-3	-8	6	14	-10	-7	-8
CCOC(=O)COc1ccc(S(=O)(=O)Nc2ccc3c(c2)OCCO3)cc1	2	0	-15	-3	-3	-4	-15	-22
COc1ccc(C(=O)OCC(=O)NCCCc2ccccc2)cc1[N+](=O)[O-]	1	-10	12	4	6	5	5	-4
Cc1cccc(/C=N/NC(=O)c2cccc(NC(=O)c3ccccc3)c2)n1	1	-4	1	-8	-4	-2	-2	6
O=C(O)c1ccnc(C(=O)O)c1	2	-4	15	-1	-1	11	-2	-23
O=C(CN1C(=O)CCSc2ccccc21)Nc1ccccc1	4	-16	8	13	3	-2	-4	-12
O=C(Cn1nc(-c2ccccc2F)ccc1=O)Nc1ccc(S(=O)(=O)N2CCCCCC2)cc1	9	6	-30	-4	4	-5	-5	8
CCN(c1ccccc1)S(=O)(=O)c1ccc(OC)c(OC)c1	-2	3	18	3	8	1	0	-6
COc1ccccc1CN(Cc1nc2ccccc2c(=O)[nH]1)C(=O)Nc1ccccc1	3	2	19	9	-3	3	2	-5
COc1cccc(CCC(=O)Nc2cccc(S(=O)(=O)N3CCCC3)c2)c1OC	-3	1	22	4	11	3	-1	3
CC#CCN1c2ccccc2[C@]23C[C@@H](C(=O)OC)N(C(=O)C4CCC4)C2=NC(C(=O)OC)=C(C(=O)OC)[C@H]13	6	8	9	4	11	29	6	1
CCc1nonc1NC(=O)c1oc2ccc(F)cc2c1C	-3	5	-4	-4	-8	-16	-12	-4
COc1ccc(C)cc1NC(=O)Nn1cnnc1	-2	-5	16	3	9	6	2	0
CCOC(=O)[C@H]1[C@H]2COc3ccccc3[C@@H]2N2C(=O)c3cc(OC)c(OC)cc3NC(=O)[C@@]12C	5	0	18	-3	-4	22	-4	5
COc1cc(OC)cc(C(=O)N[C@H](C(=O)Nc2cc(C)cc(C)c2)C(C)C)c1	10	4	14	4	-1	13	7	-17
Clc1ccccc1CSc1nnc(-c2ccccn2)n1Cc1ccco1	10	1	-4	-1	25	3	-4	5
CN(C)S(=O)(=O)c1cccc(C(=O)Nc2cc(Cl)cc(Cl)c2)c1	-26	25	2	0	11	-29	-23	8
NC(=O)CSc1n[nH]c(=O)n1CCc1ccccc1	6	7	2	0	1	9	7	4
COc1ccc(-c2nc(N)nc(C)c2Oc2ccccc2Br)c(O)c1	2	21	-18	-7	-8	23	3	37
CC(C)Cn1c(C(C)NC(=O)Cc2ccccc2)nc2ccccc21 (centres undefined)	30	-4	8	10	3	0	3	8
CC(=O)Nc1cccc(C(=O)Nc2cccnc2)c1	-7	3	-5	-5	-8	4	1	-6

Three compounds out of the list, ordered by length of the SMILES, falling.
SMILES	Gli-Sufu antag	EBI2 block	697 NFkB inh	UBC13 polyUb	CCR6 antag	Jurkat NFkB inh	SENP8 block	Apaf1 inhib
COc1ccccc1CN(Cc1nc2ccccc2c(=O)[nH]1)C(=O)Nc1ccccc1	3	2	19	9	-3	3	2	-5
CCOC(=O)COc1ccc(S(=O)(=O)Nc2ccc3c(c2)OCCO3)cc1	2	0	-15	-3	-3	-4	-15	-22
CC(=O)Nc1cccc(C(=O)Nc2cccnc2)c1	-7	3	-5	-5	-8	4	1	-6

(continued)
SMILES	Gli-Sufu antag	EBI2 block	697 NFkB inh	UBC13 polyUb	CCR6 antag	Jurkat NFkB inh	SENP8 block	Apaf1 inhib
Cc1ccc(N(CC(=O)Nc2c(C)n(C)n(-c3ccccc3)c2=O)S(C)(=O)=O)cc1C	-2	-8	-12	-7	7	-1	-8	-7
Cc1ccc(N(Cc2ccccc2)C(=O)c2ccc(F)c(S(=O)(=O)N3CCOCC3)c2)cc1	4	9	-18	5	-2	12	-7	2
Cc1nc(N2CCC(C)CC2)c2c(C)c(C(=O)Nc3ccc4c(c3)OCCO4)sc2n1	14	1	-11	2	-14	0	-2	15
CCc1ccc(-c2ccc(C(=O)O)c(C)n2)cc1	-15	0	-9	6	1	14	34	0
O=C1CC(N2CCCCC2)C(=O)N1c1ccccc1 (centres undefined)	-6	-2	17	-4	-4	-5	0	5
CCOC(=O)CNC(=O)C(NC(=O)C1CCC(C)CC1)C(C)CC (centres undefined)	4	5	-6	-3	6	-4	-2	11
CCNC(=O)CC1C(=O)N(CC)C(=S)N1NC(=O)c1ccccc1 (centres undefined)	0	1	24	6	-2	-3	3	-22
O=C(CCN1C(=O)C2C3CCC(C3)C2C1=O)Nc1ccc([N+](=O)[O-])cc1 (centres undefined)	-12	-3	12	0	0	-17	-4	2
Cc1nn(C(C)(C)C)c(OC(=O)CC(C)C)c1S(=O)(=O)c1ccccc1	13	3	-2	7	21	13	6	15
Cc1cc(C)n(CCSCC(=O)O)n1	6	-6	-3	-2	-3	-12	-5	-1
Cc1ccc(S(=O)(=O)N2C(=O)CCC2C(=O)N2CCN(C)CC2)cc1 (centres undefined)	4	-6	13	-1	-8	11	2	-4
COc1ccc(N=C2C(=O)Nc3ccc(C)c(Br)c32)cc1	8	32	13	-68	105*	9	9	9
COc1c(C)cc(C(=O)C2CCCN(C(=O)C3=C(C)OCCO3)C2)cc1C (centres undefined)	-3	-1	6	4	4	6	2	-22
Cc1ccc(N2C(=O)Nc3ccccc3C2(O)C(=O)NCCCOC(C)C)cc1C (centres undefined)	10	-12	25	-1	5	-13	-9	-6
Cc1cc(=O)oc2cc(OCC(=O)Nc3ccc4[nH]c(=O)[nH]c4c3)ccc12	-11	-6	-5	-8	2	-3	-1	0
